GPR7 antagonist: antagonists of human GPR7 (neuropeptides B/W receptor 1). P48145. 290,000 compounds, 1.1% hits. inhibition, % at 4.4 µM. GPR7-expressing cells, fluorescence antagonist assay; in the data active = inhibition above about 16%, passing the limit was not always enough;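 also: cells stimulated with the agonist NPW; 0% = agonist with vehicle and 100% = vehicle without agonist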
Target sequence (P48145 whole entry, looked up): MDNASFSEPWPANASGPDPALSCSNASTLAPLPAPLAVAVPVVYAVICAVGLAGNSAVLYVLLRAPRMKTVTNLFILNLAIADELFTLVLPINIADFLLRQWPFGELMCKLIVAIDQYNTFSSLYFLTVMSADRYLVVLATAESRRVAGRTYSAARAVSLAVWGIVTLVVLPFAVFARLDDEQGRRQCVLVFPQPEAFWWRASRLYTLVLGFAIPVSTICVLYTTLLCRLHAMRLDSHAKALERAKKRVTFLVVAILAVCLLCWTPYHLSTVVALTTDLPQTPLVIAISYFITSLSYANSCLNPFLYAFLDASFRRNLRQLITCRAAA
CHO-K1 Ca antag: nonselective inhibitor or artifact in parental CHO-K1 cells; ATP-induced calcium, Fluo-8 fluorescence; 360,000 compounds, 0.6% hits; AID 602250; inhibition, % at 3 µM;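 active = inhibition above a per-plate cutoff, the plate's mean sample inhibition plus 3 SD, cut at about 24% in these data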;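 also: 0% = DMSO plus EC80 ATP and 100% = DMSO alone without ATP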
CHO-K1 Ca ag: M1 agonist counterscreen hit in parental CHO-K1 cells; Fluo-8 calcium fluorescence; scaled to maximal ATP response, vehicle zero; activation, % at 3 µM; 360,000 compounds, 0.48% hits; AID 602248; in the data active = activation above about 15%;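 also: untransfected CHO-K1 host cells lacking M1 receptor as counterscreen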
V1R ag counter: activates human V1a receptor in oxytocin agonist counter-screen | CHO-V1R cells, Fluo-8 calcium fluorescence, agonist mode; 0% DMSO, 100% 3 nM vasopressin | P37288 | 320,000 compounds, 0.25% hits | activation, % at 3 µM;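 active = activation above the mean activation of all tested compounds plus 3 SD, per screening run, cut at about 20% in these data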;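 also: signal is peak over basal fluorescence ratio across a 100 second FLIPR read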
Target sequence (P37288 whole entry, looked up): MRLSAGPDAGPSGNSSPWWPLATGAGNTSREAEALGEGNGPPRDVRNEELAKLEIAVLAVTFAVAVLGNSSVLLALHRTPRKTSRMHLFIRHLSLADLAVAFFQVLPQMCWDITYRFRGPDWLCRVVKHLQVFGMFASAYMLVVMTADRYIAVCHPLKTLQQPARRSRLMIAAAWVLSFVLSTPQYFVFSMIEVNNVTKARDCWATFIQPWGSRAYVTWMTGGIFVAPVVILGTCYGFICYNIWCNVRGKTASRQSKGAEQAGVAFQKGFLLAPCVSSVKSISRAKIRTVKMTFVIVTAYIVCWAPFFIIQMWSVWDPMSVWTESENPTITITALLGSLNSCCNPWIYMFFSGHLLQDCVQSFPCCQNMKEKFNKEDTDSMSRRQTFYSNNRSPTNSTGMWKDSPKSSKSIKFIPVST
CHO parental Ca: signal in parental CHO cells, OX1R antagonist counter-screen; 330,000 compounds, 0.63% hits; inhibition, % at 5.6 µM; parental CHO-K1, ATP-induced calcium, Fluo-8 fluorescence;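 active = inhibition above that plate's mean sample inhibition plus 3 SD, cut at about 26% in these data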;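 also: 0% = ATP-challenged DMSO wells and 100% = DMSO wells without ATP; some compounds past the cut are filed as inactive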
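Assay system – parental CHO cells · Reagent – ATP stimulus · Detection – intracellular calcium via Fluo-8 no-wash fluorescent dye · Evaluation – percent inhibition of ATP-evoked calcium rise, normalized to controls · Controls – ATP wells versus no-ATP DMSO wells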
OXTR agonist: human OXTR agonism; P30559; CHO-OTR cells, Fluo-8 calcium fluorescence; normalized: DMSO 0%, oxytocin 100%; activation, % at 3 µM; 320,000 compounds, 0.32% hits; AID 2435;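 active = activation above the mean of all tested compounds plus 3 SD, cutoff set per screening run, cut at about 20% in these data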;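 also: peak over basal fluorescence ratio from a 100 s FLIPR kinetic read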
OXTR potentiate: potentiators of human oxytocin receptor | 320,000 compounds, 0.061% hits | activation, % at 3 µM | P30559 | CHO-OTR cells, Fluo-8 calcium fluorescence, potentiator mode; 0% = oxytocin EC15, 100% = EC100 | AID 2445;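 active = activation above that plate's cutoff, the mean activation of tested compounds plus 3 SD, cut at about 6.6% in these data, passing the limit was not always enough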;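 also: 100% uses oxytocin at 75 nM as the full agonist control; some results filed as inactive read as strong as hits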
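test system = CHO-OTR cells, human receptor | compound = single-point 3.0 µM | schedule = 6 min compound pre-incubation at room temperature, 100 s kinetic read | signal = Fluo-8 no-wash calcium dye fluorescence, excitation 470-495 nm, emission 515-575 nm | repeats = single well per compound, singlicate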
TAAR1 antagonist: antagonists of human TAAR1. CHO RD-HGA16 TAAR1, Fluo-8 calcium fluorescence, antagonist. inhibition, % at 3 µM. 360,000 compounds, 1.5% hits. AID 624466;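 active = inhibition above a per-plate cutoff, the mean inhibition of test compounds on that plate plus 3 SD, cut at about 49% in these data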;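 also: 0% = DMSO plus EC80 beta-PEA response and 100% = DMSO alone without agonist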
Target sequence (Q96RJ0 whole entry, looked up): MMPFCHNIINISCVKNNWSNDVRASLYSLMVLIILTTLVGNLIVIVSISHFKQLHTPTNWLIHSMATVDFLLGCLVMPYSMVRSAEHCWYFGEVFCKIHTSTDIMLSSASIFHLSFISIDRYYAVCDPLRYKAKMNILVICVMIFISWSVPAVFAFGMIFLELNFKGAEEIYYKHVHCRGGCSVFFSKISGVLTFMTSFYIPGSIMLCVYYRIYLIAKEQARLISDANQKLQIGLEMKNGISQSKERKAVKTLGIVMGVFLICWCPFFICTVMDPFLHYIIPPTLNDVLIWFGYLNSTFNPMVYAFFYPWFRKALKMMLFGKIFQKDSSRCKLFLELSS
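test system = CHO RD-HGA16 cells bearing hTAAR1 | replication = singlicate | controls = DMSO-only wells and EC80 β-PEA-stimulated wells | reagent = EC80 β-phenethylamine stimulus | read-out basis = percent inhibition of PEA-evoked calcium signal, max/basal emission ratio | schedule = seeding 17-24 h prior, 75-min 37 °C, 30-min RT dye loading | signal = kinetic Fluo-8 calcium fluorescence measurement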
M1 PAM parental: M1 PAM counterscreen hit in parental CHO-K1 cells; ATP EC20, Fluo-8 calcium fluorescence; 0% at ATP EC20, 100% at ATP max; activation, % at 3 µM; 360,000 compounds, 0.02% hits; AID 602247;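 active = activation above the run cutoff, the mean activation of all test compounds plus 3 SD, cut at about 40% in these data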;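 also: peak over basal fluorescence ratio in a 140 s read after ATP addition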
* marks the source's active call; other numbers are inactive results; . = no result given.

SMILES	GPR7 antagonist	CHO-K1 Ca antag	CHO-K1 Ca ag	V1R ag counter	CHO parental Ca	OXTR agonist	OXTR potentiate	TAAR1 antagonist	M1 PAM parental
O=C(NC1CCCCCCC1)c1cccc(Cl)c1	2.2	-20.5	1.4	-0.9	-23.2	-1.7	-0.8	-8.9	2.5
Cc1cc(NC(=O)c2ccno2)no1	-7.0	-3.9	1.3	0.2	-3.1	-0.2	-1.0	-5.0	13.0
CC(=O)N1CC[n+]2c(-c3ccc(Cl)cc3)csc21	2.5	-3.0	1.0	0.2	-17.7	-0.5	-9.7	2.8	17.2
COCCNC(=O)CCC(=O)NNc1nc2ccccc2c2nc(-c3ccccc3)nn12	-15.1	-4.1	1.1	-0.5	-3.4	-0.2	-15.5	-0.7	21.3
C=CCn1c(SC(C)C#N)nc2sc(CC)cc2c1=O (stereo unspecified)	-2.6	-19.5	11.5	-1.0	-23.9	-2.8	3.8	0.7	22.5
COc1ccc(-n2nnnc2/C(=C/N(C)C)C(=O)c2ccccc2)cc1	-13.7	-8.3	2.8	-0.1	-16.8	0.4	0.4	-20.9	12.2
Cc1cc(NC(=O)c2sc(Nc3ccc(F)cc3)nc2N)no1	-5.1	-17.8	0.4	-1.4	-7.4	-0.9	-5.1	-2.4	17.9
Cc1cccc(N2CCN(C(=O)c3ccc4nc(N5CCCCC5)sc4c3)CC2)c1C	-1.6	7.8	0.3	0.6	-9.9	0.3	-0.9	-20.5	-22.6
Cn1nccc1C(=O)c1ccc(Cl)cc1	1.9	24.2*	-0.5	0.9	-7.3	-1.4	-6.4	-4.4	-9.5
CCN1CNC(=S)N(Cc2ccccc2)C1	-2.5	-3.3	0.2	0.3	16.0	0.6	-4.4	0.6	5.2
CCOC(=O)N1CCN(C(=O)COC(=O)C2CCN(S(=O)(=O)c3c(Cl)cccc3Cl)CC2)CC1	.	-1.0	5.3	3.6	-8.5	5.7	-10.8	-0.9	13.4
COCCCNC(=O)c1ccc2c(=O)n(Cc3ccc(OC)cc3)c(=O)[nH]c2c1	4.9	-21.7	2.5	0.5	-12.2	0.9	0.3	-17.1	18.8
O=S1(=O)N=C(SCCO)c2ccccc21	-7.7	-3.5	0.4	1.3	-5.6	0.1	-4.3	5.8	17.3
CCOC(=O)C1(Cc2ccccc2C)CCCN(C(=O)c2ccoc2)C1 (stereo unspecified)	6.4	1.9	-0.1	0.5	-26.4	-1.8	-9.1	-2.5	-4.5
COc1ccc(N(Cc2ccco2)C(=O)c2ccccc2F)cc1OC	-0.8	1.6	-0.2	-0.4	-21.7	-2.4	-4.3	-15.3	12.6
CC1=Nc2ccccc2N=C(N)C1c1ccccc1 (stereo unspecified)	-1.0	2.4	0.2	-0.5	-10.2	-2.2	0.6	-0.8	-5.0
CC(C)CN(C(=O)COC(=O)C1=COCCO1)c1c(N)n(Cc2ccccc2)c(=O)[nH]c1=O	.	-13.4	1.8	0.7	-2.7	0.5	-13.3	-0.5	21.6
O=C(NC(=S)NCc1ccccc1)c1cccs1	-13.4	-3.7	-0.7	-0.6	-1.9	-1.1	-6.5	-15.9	3.8
CC(C)c1ccc(NC(=S)NCc2cccs2)cc1	17.7	1.9	2.3	4.7	4.6	-1.5	-4.3	11.3	-1.6
Cn1c(SCC(=O)NC(=O)NCc2ccco2)nnc1C(F)(F)F	-0.2	-5.9	2.0	0.4	-12.4	0.9	-9.5	1.7	20.8
Cc1[nH]c2ccccc2c1CCNC(=O)CCC(=O)c1ccccc1	1.1	-9.8	0.2	-0.2	-7.4	0.6	-1.7	8.1	-1.6
Cc1cc(C(=O)CN2C(=O)NC3(CCCc4sccc43)C2=O)c(C)n1-c1ccc(Cl)cc1 (stereo unspecified)	-10.7	-0.5	0.4	1.5	-9.7	-2.4	-15.7	-3.7	7.9
COc1cccc(C(C(=O)NC2CCCC2)N(C(=O)c2ccco2)c2ccccc2)c1OC (stereo unspecified)	-11.5	-6.8	-0.7	-0.3	-19.0	-0.7	2.8	-14.3	-10.9
O=C(Cc1ccccc1)Nc1cccc(NC(=O)c2cccs2)c1	-3.2	-11.7	1.8	2.5	-28.2	0.9	-10.1	-9.5	27.1
CC1(C(=O)NS(=O)(=O)C2CC2)CCCN(C(=O)c2cccc(OC(F)(F)F)c2)C1 (stereo unspecified)	.	-1.7	-0.1	.	.	.	.	-7.2	-0.4
New compounds follow
SMILES	GPR7 antagonist	CHO-K1 Ca antag	CHO-K1 Ca ag	V1R ag counter	CHO parental Ca	OXTR agonist	OXTR potentiate	TAAR1 antagonist	M1 PAM parental
Cc1cccc2c1N(C(=O)c1ccco1)C(C)(C)c1ssc(=S)c1-2	2.3	1.4	0.3	-1.2	-15.0	-1.6	-0.3	2.8	7.7
CCOC(=O)c1ccc(NC(=O)CSc2ncccn2)cc1	4.8	-14.2	3.0	2.0	-13.4	2.1	-5.2	-2.6	23.2
CCOC(=O)N1CCN(C(=O)c2cc(Cl)c(Cl)cc2C(=O)O)CC1	-15.6	-18.3	0.0	0.5	-0.2	-0.5	-1.6	.	21.7
CC1(C(=O)NS(=O)(=O)c2ccccc2Cl)CCN1C(=O)C1(c2ccc(Cl)cc2)CCC1 (stereo unspecified)	.	48.2*	-1.2	.	.	.	.	-22.9	-15.1
COc1ccc(CC(=O)NNC(=O)c2ccncc2)cc1	-8.4	-11.2	-0.1	0.5	11.6	-0.2	11.7	-0.6	2.1
C=CCN(c1ccccc1)S(=O)(=O)c1ccc2c(c1)NC(=O)C(C)C(=O)N2 (stereo unspecified)	5.4	-6.5	0.4	1.1	11.8	-0.1	-1.7	-5.1	14.9
O=C(Nc1ccc(S(=O)(=O)Nc2ncccn2)cc1)c1cncc(Br)c1	-5.7	3.3	-1.0	-0.3	-1.6	-0.5	-4.9	0.2	13.9
Cc1cc(SCC2=NNC(=O)C2)c(Cl)cc1Cl	0.3	-8.6	0.9	-1.0	-0.7	-1.0	-2.3	-35.5	16.6
CCCCNC(=O)COC(=O)C1CCN(S(=O)(=O)c2ccc3c(c2)OCCO3)CC1	.	-17.7	0.0	1.0	-4.8	-1.2	-3.9	-12.8	19.7
c1ccc(NC2=Nc3ccccc3CS2)cc1	1.2	0.3	-0.2	-0.9	-9.0	-2.8	-7.3	8.6	13.2
CCCN1CCN(CCCNC(=O)Cn2nc(C)n3c(cc4cc(OC)ccc43)c2=O)CC1	6.1	-11.7	0.5	0.7	3.5	-0.3	-6.0	-0.2	14.2
CC(CC(=O)O)CC(=O)Nc1cccc([N+](=O)[O-])c1 (stereo unspecified)	-10.1	-16.6	0.2	1.0	-9.1	1.6	-2.8	10.5	19.6
CC1(C)CN(C2CCCCC2)C(=O)[C@H]1CC(=O)Nc1ccccc1	.	14.5	-0.1	.	.	.	.	13.9	-3.4
Cc1cc(C)c(NC(N)=S)c(C)c1	-5.2	-12.4	1.0	5.8	-2.7	0.8	-7.8	-20.9	6.4
N#Cc1sc(NCc2ccccc2)nc1Cl	2.9	2.6	3.0	4.4	4.2	0.8	-12.5	-2.8	8.4
COc1ccc(NC(=O)CN(C)S(=O)(=O)c2ccc3c(c2)OCCO3)c2ncccc12	-6.3	-9.9	0.1	0.8	-9.0	0.0	-5.5	10.7	12.1
O=C(NC1CCCCCC1)c1cc2ccccc2oc1=O	0.8	3.4	0.6	0.2	-18.2	-1.8	-5.5	7.6	-2.8
Cc1ccc2c(CN3CCCCC3CCO)cc(=O)oc2c1 (stereo unspecified)	1.0	-7.9	0.5	10.6	-3.3	-0.5	-12.3	-10.2	-0.8
O=C(c1cccs1)N1CCC(c2nc3c(nnn3Cc3cccc(Cl)c3)c(=O)[nH]2)CC1	2.8	-9.5	0.8	1.1	-31.5	0.2	-8.7	2.1	10.9
O=C(NC1CCCC1)C(c1ccncc1)N(Cc1cccs1)C(=O)c1csnn1 (stereo unspecified)	6.5	0.5	3.9	0.7	-19.9	-0.5	-9.5	-4.6	6.6
CC1CCN(CCCn2c(=S)[nH]c3ccccc3c2=O)CC1	-12.1	-1.2	-0.3	0.2	-20.2	0.0	0.0	5.9	-0.7
O=C(Nc1ccc2c(c1)OCO2)C1CCCN1C(=O)Nc1cccc(F)c1 (stereo unspecified)	-2.4	-3.9	0.3	-0.1	-4.0	-0.7	-1.0	-20.0	12.7
Clc1ccccc1OCc1nc(-c2ccncc2)no1	-1.4	-7.3	1.4	0.5	-6.1	0.1	-2.0	1.3	17.2
Cc1cccc(-n2c(-c3csc(C(C)C)c3)n[nH]c2=S)c1	-0.5	-26.5	-0.3	-0.6	-15.9	-1.1	2.9	2.5	5.2
Cc1ccc(NC(=O)COC(=O)c2ccn(C)n2)cc1	-7.4	-15.3	0.5	0.3	5.6	0.5	-6.3	-11.8	9.8
New compounds follow:
SMILES	GPR7 antagonist	CHO-K1 Ca antag	CHO-K1 Ca ag	V1R ag counter	CHO parental Ca	OXTR agonist	OXTR potentiate	TAAR1 antagonist	M1 PAM parental
Cc1cc(C)c(N(C(=O)CN2C(=O)c3ccccc3S2(=O)=O)C(C(=O)NCC2CCCO2)c2ccc(F)cc2)c(C)c1 (stereo unspecified)	1.3	2.9	8.6	15.7	-5.5	16.2	-20.4	51.6*	11.3
Cc1ccc(-c2nc3ccccc3[nH]2)s1	-7.0	-11.1	-0.1	-1.2	-22.5	-2.5	-2.0	9.4	20.1
CCCNC(=O)c1cc(-c2ccc(OC)cc2)on1	-5.6	-11.6	3.4	1.8	-6.5	1.5	-9.3	-7.8	17.6
CCOC(=O)c1sc(NC(=O)/C=C/c2cnn(C)c2C)c(C(=O)OCC)c1C	0.8	.	.	0.4	-11.2	1.2	1.5	.	.
COc1ccc(/C=N/c2c(-c3ccc(OC)cc3)nc3n2CCS3)cc1	-9.7	-14.3	0.1	1.5	-4.3	1.9	1.8	-12.2	12.7
Nc1nonc1-n1nnc(C(=O)N/N=C/c2ccco2)c1CSc1ccc(Cl)cc1	.	0.9	2.0	.	.	.	.	-8.0	6.4
O=C(NN1CCOCC1)c1ccc(S(=O)(=O)N2CCCCC2)cc1	-8.6	-9.6	1.2	-0.2	9.9	1.1	1.8	-13.5	1.1
O=C(NNC(=O)c1ccccc1Br)c1ccc(SCC2CCCO2)c([N+](=O)[O-])c1 (stereo unspecified)	-9.3	-6.0	1.4	0.2	-10.5	0.1	-2.5	-7.0	2.2

Part of the list above, with values under each structure:
Values in the order – GPR7 antagonist, CHO-K1 Ca antag, CHO-K1 Ca ag, V1R ag counter, CHO parental Ca, OXTR agonist, OXTR potentiate, TAAR1 antagonist, M1 PAM parental
COc1ccc(CC(=O)NNC(=O)c2ccncc2)cc1
→ -8.4, -11.2, -0.1, 0.5, 11.6, -0.2, 11.7, -0.6, 2.1
CC(C)CN(C(=O)COC(=O)C1=COCCO1)c1c(N)n(Cc2ccccc2)c(=O)[nH]c1=O
→ ., -13.4, 1.8, 0.7, -2.7, 0.5, -13.3, -0.5, 21.6

Assay outcomes from PubChem.
